Screening data from PubChem BioAssay.
Wnt bcat act: activators of Wnt/beta-catenin signaling; Wnt/beta-catenin reporter cell assay, activator, plate reader; activation, % at 9.35 µM; 300,000 compounds, 1.2% hits; AID 743398; in the data active means activation above about 30%, passing the limit was not always enough;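 further: 0% = neutral control wells and 100% = positive control wells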
V-ATPase pHluor: regulators of yeast V-ATPase proton transport | 350,000 compounds, 0.37% hits | response, % at 10 µM | S. cerevisiae, pHLuorin cytosolic pH fluorescence; in the data active means response mostly above about 7.3%, no sharp cut-off; inactive means mostly below about 5.4%; further: actives read high; inactives centre near 0; some compounds called inactive have numbers as strong as hits
MITF TRPM1 HTS: activators of MITF-driven TRPM1 promoter activity in SK-MEL-5 cells. activation, % at 12.5 µM. AID 588334. SK-MEL-5 TRPM1-promoter luciferase, 24 h; % of positive control, neutral wells = 0. 300,000 compounds, 0.75% hits;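 active means mean activation of at least 80% with every replicate also reaching 80%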;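 further: 0% = neutral control wells and 100% = parthenolide positive control wells; values of inactives mirror those of a sister screen read the other way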
RTF Ca sens act: cardiac RTF calcium sensitization. P19429+P45379. IANBD-labeled TnC RTF fluorescence at EC20 calcium; 0% EC20 calcium, 100% full calcium. activation, % at 7.2 µM. 340,000 compounds, 0.24% hits. AID 493008;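 active means activation above the mean over all tested compounds plus 3 SD, cut at about 30% in these data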;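 further: rise in fluorescence read as greater calcium sensitivity of cardiac thin filaments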
CAL PDZ FP-1: inhibitors of human CAL PDZ peptide binding. Q9HD26. purified CAL PDZ, TMR-peptide fluorescence polarization, 1 h. inhibition, % at 20 µM. 330,000 compounds, 0.02% hits. AID 504414;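 active means highest replicate inhibition of at least 40%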;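 further: plate controls were DMSO neutral control wells for no effect and unlabeled competitor peptide control wells for full effect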
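Test system: purified CerCALP PDZ construct; Compound dosing: one concentration, 20 µM compound; Also added: TMR-labelled reporter peptide T*-PRC34 bound in PDZ groove; Read-out: inhibition from polarization loss; Controls: unlabelled peptide and DMSO controls; Signal: FP readout, S and P plane fluorescence; Incubation: 1 h at RT.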
Tat transport: E. coli Tat transport inhibition | inhibition, % at 10 µM | E. coli MC4100 TorA-mCherry Tat export, fluorescence | 340,000 compounds, 0.036% hits | AID 488895;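 active means mean replicate inhibition at least 50% and at least half of replicates individually reaching 50%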;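 further: exported cargo escapes ClpAP degradation while cytoplasmic cargo is degraded and loses fluorescence; 0% = median of neutral control wells and 100% = median of NaSCN control wells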
dFosB act: mouse delta FosB homodimer activation | P13346 | purified delta FosB, TAMRA-CDK5 oligo fluorescence polarization; percent of positive-control signal above neutral wells | activation, % at 25 µM | 340,000 compounds, 0.99% hits;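 active means mean activation above about 17%, with every replicate also reaching it, limit read from the data, passing the limit was not always enough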;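 further: fluorescence polarization rise as delta FosB binds a TAMRA Cdk5 AP-1 oligo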
CAL PDZ FP-2: inhibitors of human CAL PDZ peptide binding | purified CAL PDZ, TMR-peptide fluorescence polarization, 1 h | inhibition, % at 24.9 µM | 300,000 compounds, 0.92% hits | AID 602252;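 active means mean inhibition of at least 30% with at least half of replicates also reaching 30%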;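 further: 0% = DMSO neutral control and 100% = excess unlabeled competitor peptide PRC23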
Rtt109 HAT inh: C. albicans Rtt109 histone acetyltransferase inhibition. inhibition, % at 34.9 µM. purified Rtt109/Vps75, ThioGlo CoA-SH fluorescence, 4 h. 330,000 compounds, 0.16% hits. AID 540336;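 active means inhibition of at least 50% in every replicate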
Target sequence (Q5AAJ8 whole entry, looked up): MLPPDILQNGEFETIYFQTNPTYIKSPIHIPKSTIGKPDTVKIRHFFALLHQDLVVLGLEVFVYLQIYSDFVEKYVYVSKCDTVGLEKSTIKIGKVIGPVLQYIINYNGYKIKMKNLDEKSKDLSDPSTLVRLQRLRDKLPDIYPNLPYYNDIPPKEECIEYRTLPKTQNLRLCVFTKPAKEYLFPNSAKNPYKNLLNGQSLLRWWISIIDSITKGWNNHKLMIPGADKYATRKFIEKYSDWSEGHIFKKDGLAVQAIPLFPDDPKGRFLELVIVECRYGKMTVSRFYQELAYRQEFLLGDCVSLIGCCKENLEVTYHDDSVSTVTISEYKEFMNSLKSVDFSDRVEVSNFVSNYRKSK
CDK5 inh: inhibitors of human CDK5/p35 kinase | Q00535+Q15078 | Recombinant CDK5/p35, ADP-Glo luminescence, 60 min | inhibition, % at 10 µM | 330,000 compounds, 0.01% hits | AID 488839;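 active means highest replicate inhibition of at least 50% and at least 75% of replicates reaching 50%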;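 further: plate controls were DMSO neutral control for no effect and GW8510 at 10 µM for full effect; many of its hits are not listed in these tables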
Target sequence (Q00535 whole entry, looked up): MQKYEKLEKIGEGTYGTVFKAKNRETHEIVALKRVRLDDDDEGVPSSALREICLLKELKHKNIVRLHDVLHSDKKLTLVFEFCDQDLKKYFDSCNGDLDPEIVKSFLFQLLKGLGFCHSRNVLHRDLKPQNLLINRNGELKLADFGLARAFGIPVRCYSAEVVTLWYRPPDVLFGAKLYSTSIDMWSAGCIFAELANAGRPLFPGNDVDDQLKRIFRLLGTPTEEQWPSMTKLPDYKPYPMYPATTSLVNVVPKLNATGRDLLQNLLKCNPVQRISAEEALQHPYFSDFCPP
Target sequence (Q15078 whole entry, looked up): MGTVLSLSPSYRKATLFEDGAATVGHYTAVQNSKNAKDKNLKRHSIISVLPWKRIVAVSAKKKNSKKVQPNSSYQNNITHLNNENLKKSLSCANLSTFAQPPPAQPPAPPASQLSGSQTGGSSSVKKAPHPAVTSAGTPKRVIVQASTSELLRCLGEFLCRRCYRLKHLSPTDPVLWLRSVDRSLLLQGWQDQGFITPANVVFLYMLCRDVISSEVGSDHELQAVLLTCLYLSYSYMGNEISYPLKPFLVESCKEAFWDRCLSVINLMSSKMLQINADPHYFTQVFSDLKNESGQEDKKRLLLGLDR
* = called active by the depositor.

Results for Cc1ccc(N(C(=O)Nc2ccccc2)C2=NCCC2)cc1 ?
Wnt bcat act: 1; V-ATPase pHluor: 2; CAL PDZ FP-1: 0.0; Tat transport: 1; dFosB act: -9; Rtt109 HAT inh: 1; CDK5 inh: -4.2

How did CC(=O)Nc1ccc(S(=O)(=O)Nc2nc(-c3ccc(C(C)(C)C)cc3)cs2)cc1 do in these assays?
V-ATPase pHluor: -6; MITF TRPM1 HTS: 1; RTF Ca sens act: 5; CAL PDZ FP-1: 0.0; Tat transport: -12; dFosB act: 0; CAL PDZ FP-2: -3; Rtt109 HAT inh: -1; CDK5 inh: 3.4

Results for COc1ccc(NC(=S)NC2CCCCC2)c(OC)c1 ?
Wnt bcat act: -1; V-ATPase pHluor: 0; MITF TRPM1 HTS: 2; RTF Ca sens act: 5; CAL PDZ FP-1: -1.5; Tat transport: -13; dFosB act: 4; CAL PDZ FP-2: -6; Rtt109 HAT inh: 3; CDK5 inh: 2.0

What do the screens show for `O=C(Cn1ncc2c1-c1ccccc1OC2)Nc1ccc(Cl)cn1`?
Wnt bcat act: -1; V-ATPase pHluor: 2; RTF Ca sens act: 3; CAL PDZ FP-1: -0.6; Tat transport: 1; dFosB act: -11; Rtt109 HAT inh: 10; CDK5 inh: 5.0

Results for O=C(Nc1ccc(C(=O)NCC2CCN(Cc3ccccc3F)CC2)cc1)C1=CSCCO1 ?
Wnt bcat act: 4; V-ATPase pHluor: -3; RTF Ca sens act: -3; CAL PDZ FP-1: -2.4; Tat transport: -8; dFosB act: -4; CAL PDZ FP-2: 11; Rtt109 HAT inh: -5; CDK5 inh: 2.5

Results for Cn1ncc2c1ncn1nc(CCc3ccccc3)nc21 ?
Wnt bcat act: -1; V-ATPase pHluor: -2; MITF TRPM1 HTS: 46; RTF Ca sens act: 3; CAL PDZ FP-1: 0.9; Tat transport: -1; dFosB act: 2; CAL PDZ FP-2: 3; Rtt109 HAT inh: -5; CDK5 inh: 1.1

What do the screens show for `CCCc1cc(=O)[nH]c(SCCN2C(=O)c3ccccc3C2=O)n1`?
Wnt bcat act: -5; V-ATPase pHluor: 1; MITF TRPM1 HTS: 0; RTF Ca sens act: -2; CAL PDZ FP-1: -0.1; Tat transport: 0; dFosB act: -2; CAL PDZ FP-2: -1; Rtt109 HAT inh: 0; CDK5 inh: 0.6

What do the screens show for `O=C(Nc1ccnn1C1CCN(C(=O)c2ccc(F)c(Cl)c2)CC1)C1CC1`?
Wnt bcat act: 1; V-ATPase pHluor: 7; MITF TRPM1 HTS: 1; RTF Ca sens act: 0; CAL PDZ FP-1: 0.1; Tat transport: 2; dFosB act: 3; CAL PDZ FP-2: 5; Rtt109 HAT inh: 4; CDK5 inh: -0.6

What do the screens show for `Cc1cc(OCCCC(=O)NC2=NCCS2)ccc1Cl`?
Wnt bcat act: -2; V-ATPase pHluor: 9.5*; MITF TRPM1 HTS: 26; RTF Ca sens act: -4; CAL PDZ FP-1: -0.7; Tat transport: -5; dFosB act: -1; CAL PDZ FP-2: -3; Rtt109 HAT inh: 1; CDK5 inh: 0.7

Results for O=C(CSc1nc2ncccc2[nH]1)Nc1ccccc1-c1ccccc1 ?
Wnt bcat act: -1; V-ATPase pHluor: -1; MITF TRPM1 HTS: 4; RTF Ca sens act: -4; CAL PDZ FP-1: 2.3; Tat transport: -7; dFosB act: -3; CAL PDZ FP-2: 3; Rtt109 HAT inh: 13; CDK5 inh: -1.7

How did COc1ccc(-c2csc(NC(C)=O)n2)cc1OC do in these assays?
Wnt bcat act: 6; V-ATPase pHluor: 2; RTF Ca sens act: 3; CAL PDZ FP-1: -2.1; Tat transport: 3; dFosB act: 6; CAL PDZ FP-2: 0; Rtt109 HAT inh: -1; CDK5 inh: 0.8

How did Cc1ccccc1C(=O)NCCN=C1NS(=O)(=O)c2ccccc21 do in these assays?
Wnt bcat act: -1; V-ATPase pHluor: -4; MITF TRPM1 HTS: -5; RTF Ca sens act: -2; CAL PDZ FP-1: -0.2; Tat transport: 1; dFosB act: 3; Rtt109 HAT inh: -2; CDK5 inh: -2.4

Results for CCOc1ccc(=O)n(-c2ccccc2)n1 ?
Wnt bcat act: -1; V-ATPase pHluor: 2; MITF TRPM1 HTS: -4; RTF Ca sens act: 2; CAL PDZ FP-1: -1.7; Tat transport: 5; dFosB act: 3; CAL PDZ FP-2: 1; Rtt109 HAT inh: -5; CDK5 inh: 2.5

How did CCOC(=O)c1c(C)[nH]c(C(=O)NNC(=O)c2ccc(C(C)(C)C)cc2)c1C do in these assays?
Wnt bcat act: 2; V-ATPase pHluor: -6; MITF TRPM1 HTS: -5; RTF Ca sens act: 6; CAL PDZ FP-1: -0.1; Tat transport: -1; dFosB act: 4; CAL PDZ FP-2: -4; Rtt109 HAT inh: 1; CDK5 inh: 0.8

What do the screens show for `COc1ccc(CCNC(=O)Cn2ccc3c(OC)cccc3c2=O)cc1OC`?
Wnt bcat act: -2; V-ATPase pHluor: -3; MITF TRPM1 HTS: 5; RTF Ca sens act: 3; CAL PDZ FP-1: -0.5; Tat transport: 6; dFosB act: -2; CAL PDZ FP-2: -3; Rtt109 HAT inh: -4; CDK5 inh: 1.1

Results for COC(=O)c1ccc(NC(=O)Cn2c(-c3nonc3N)nc3ccccc32)cc1 ?
Wnt bcat act: 0; V-ATPase pHluor: -2; MITF TRPM1 HTS: 7; RTF Ca sens act: -1; Tat transport: 1; dFosB act: 16; CAL PDZ FP-2: -2; Rtt109 HAT inh: -4; CDK5 inh: -0.9

How did Cc1cccc(NC(=O)CCC2CCN(C(=O)C3CC=CCC3)CC2)c1 (configuration not stated) do in these assays?
Wnt bcat act: 1; V-ATPase pHluor: -3; MITF TRPM1 HTS: 5; RTF Ca sens act: -6; CAL PDZ FP-1: 0.1; Tat transport: 0; dFosB act: -9; CAL PDZ FP-2: -1; Rtt109 HAT inh: 3; CDK5 inh: 0.6

What do the screens show for `CC1=CC(C)(C)NC(=S)N1c1cccc(Cl)c1`?
Wnt bcat act: -2; V-ATPase pHluor: 0; MITF TRPM1 HTS: -4; RTF Ca sens act: -7; CAL PDZ FP-1: -0.5; Tat transport: -12; dFosB act: 2; CAL PDZ FP-2: -3; Rtt109 HAT inh: -2; CDK5 inh: -1.2

How did COc1cccc(-c2cc(C(=O)Nc3cc(C)n(Cc4ccc(Cl)cc4)n3)no2)c1 do in these assays?
Wnt bcat act: -3; V-ATPase pHluor: -3; MITF TRPM1 HTS: -18; RTF Ca sens act: 2; CAL PDZ FP-1: 0.1; Tat transport: 17; dFosB act: 9; Rtt109 HAT inh: -12; CDK5 inh: -0.5

Results for O=C(NCc1ccccn1)c1cccc(S(=O)(=O)Nc2ccc(SC(F)F)cc2)c1 ?
Wnt bcat act: -2; V-ATPase pHluor: 1; MITF TRPM1 HTS: 19; RTF Ca sens act: -4; CAL PDZ FP-1: -2.1; Tat transport: 0; dFosB act: -13; CAL PDZ FP-2: -2; Rtt109 HAT inh: 16; CDK5 inh: -0.4

Quoted at random: two entries already listed, in no set order.
Results for O=C(Nc1ccc(C(=O)NCC2CCN(Cc3ccccc3F)CC2)cc1)C1=CSCCO1 ?
Wnt bcat act: 4; V-ATPase pHluor: -3; RTF Ca sens act: -3; CAL PDZ FP-1: -2.4; Tat transport: -8; dFosB act: -4; CAL PDZ FP-2: 11; Rtt109 HAT inh: -5; CDK5 inh: 2.5

How did CC(=O)Nc1ccc(S(=O)(=O)Nc2nc(-c3ccc(C(C)(C)C)cc3)cs2)cc1 do in these assays?
V-ATPase pHluor: -6; MITF TRPM1 HTS: 1; RTF Ca sens act: 5; CAL PDZ FP-1: 0.0; Tat transport: -12; dFosB act: 0; CAL PDZ FP-2: -3; Rtt109 HAT inh: -1; CDK5 inh: 3.4

Continuation:
Results for Cc1nccn1CC(=O)N/N=C/c1cccs1 ?
Wnt bcat act: 18; V-ATPase pHluor: -1; RTF Ca sens act: 7; CAL PDZ FP-1: 0.5; Tat transport: 2; dFosB act: -4; CAL PDZ FP-2: 7; Rtt109 HAT inh: -28; CDK5 inh: 0.0

How did CC(C)NC(=O)C(c1ccc(F)cc1)N(Cc1ccco1)C(=O)CCC(=O)Nc1ccccn1 (configuration not stated) do in these assays?
Wnt bcat act: -1; V-ATPase pHluor: 2; MITF TRPM1 HTS: 6; RTF Ca sens act: 0; CAL PDZ FP-1: -2.1; Tat transport: -10; dFosB act: 2; CAL PDZ FP-2: -2; Rtt109 HAT inh: 3; CDK5 inh: 0.1

What do the screens show for `Cc1ccc(SCC(=O)OCC(=O)N(CC(C)C)c2c(N)n(Cc3ccccc3)c(=O)[nH]c2=O)c(C)c1`?
Wnt bcat act: 1; V-ATPase pHluor: -1; MITF TRPM1 HTS: -23; RTF Ca sens act: -14; CAL PDZ FP-1: -2.9; Tat transport: 3; dFosB act: 15; CAL PDZ FP-2: -2; Rtt109 HAT inh: -3; CDK5 inh: 1.8

How did COc1ccccc1CC(=O)N1CCN(S(=O)(=O)c2cccs2)CC1 do in these assays?
Wnt bcat act: -2; V-ATPase pHluor: 3; MITF TRPM1 HTS: 16; RTF Ca sens act: 3; CAL PDZ FP-1: -0.5; Tat transport: 1; dFosB act: -11; CAL PDZ FP-2: -1; Rtt109 HAT inh: 1; CDK5 inh: 0.8

Results for CCN(CC)CCNC(=O)c1c(C)n(-c2ccccc2)c2cc(Br)c(OC)cc12 ?
Wnt bcat act: -17; V-ATPase pHluor: 1; MITF TRPM1 HTS: -74; RTF Ca sens act: -9; CAL PDZ FP-1: -5.4; Tat transport: 6; dFosB act: 26*; CAL PDZ FP-2: -10; Rtt109 HAT inh: 6; CDK5 inh: -0.1

What do the screens show for `CC(=O)/C(=N/Nc1ccccc1Cl)Sc1nnc(C(O)c2ccccc2)n1-c1ccccc1` (configuration not stated)?
Wnt bcat act: -11; V-ATPase pHluor: -3; MITF TRPM1 HTS: -4; RTF Ca sens act: 4; CAL PDZ FP-1: -1.1; Tat transport: -19; dFosB act: -6; CAL PDZ FP-2: 2; Rtt109 HAT inh: -3; CDK5 inh: 0.1

What do the screens show for `O=C1SCC(c2ccc(Cl)cc2Cl)=NN1Cc1nnc(-c2ccccc2)o1`?
V-ATPase pHluor: 1; MITF TRPM1 HTS: -9; RTF Ca sens act: 7; CAL PDZ FP-1: -1.3; Tat transport: 8; dFosB act: -8; CAL PDZ FP-2: -3; Rtt109 HAT inh: -4; CDK5 inh: 0.4

What do the screens show for `S=C(NC1CCCCC1)N(CCc1ccccc1)CCc1ccccc1`?
Wnt bcat act: -3; V-ATPase pHluor: 5; MITF TRPM1 HTS: 3; RTF Ca sens act: -1; CAL PDZ FP-1: -2.2; Tat transport: -16; dFosB act: 4; CAL PDZ FP-2: -3; Rtt109 HAT inh: 4; CDK5 inh: -5.5

How did N#Cc1ccc(OCC(=O)N/N=C2\CCc3ccccc32)cc1 do in these assays?
V-ATPase pHluor: 5; MITF TRPM1 HTS: -10; RTF Ca sens act: 2; CAL PDZ FP-1: -0.6; Tat transport: -8; dFosB act: -5; CAL PDZ FP-2: 0; Rtt109 HAT inh: -3; CDK5 inh: 0.0
